# Cdc42 wt GTP – human Cdc42 wildtype GTP binding change, either direction; P60953; GST-Cdc42 beads, Bodipy-GTP binding, flow cytometry; actives lie on both sides; percent activity (GTP binding), % at 10 µM; actives 0.2% (n = 190,000); AID 761;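 active means percent activity GTP binding at least 20 points away from the 100% baseline, either down as inhibitor or up as activator; inconclusive means compound flagged as likely green fluorescent from well-wide comparison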;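 further: median bead fluorescence of bound Bodipy-FL-GTP at 100 nM; 0% = excess unlabeled GTP control and 100% = no compound control; below 100% means less GTP binding so inhibitor and above means activator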
# Target sequence (P60953 whole entry, looked up): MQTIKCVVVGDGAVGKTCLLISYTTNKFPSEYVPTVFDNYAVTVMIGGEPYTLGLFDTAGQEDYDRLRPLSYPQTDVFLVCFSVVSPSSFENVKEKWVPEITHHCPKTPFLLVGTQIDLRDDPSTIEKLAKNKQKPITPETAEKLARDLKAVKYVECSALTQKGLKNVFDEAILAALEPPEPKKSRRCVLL
# Rab2A wt mod – changes GTP binding to wildtype dog Rab2A, up or down; AID 760; GTP binding activity, % at 10 µM; actives 0.19% (n = 190,000); GST-Rab2 wt beads, Bodipy-GTP binding, flow cytometry; P61105;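 active means GTP binding activity at least 20 points away from 100%, either lowered or raised; inconclusive means signal likely due to the compound's own green fluorescence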;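 further: 0% = beads with excess unlabeled GTP and 100% = no-compound control corrected for plate trend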
# Rab7 wt GTP bind – dog Rab7 wildtype GTP binding, inhibitors and activators; GST-Rab7 beads, fluorescent GTP binding, flow cytometry; actives lie on both sides; untreated = 100%, excess cold GTP = 0%; GTP binding activity (percent of control), % at 10 µM; actives 0.055% (n = 190,000); AID 758;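 active means fluorescent GTP binding to Rab7 beads changed by at least 20 points from the 100% baseline, either direction, mostly lower; inconclusive means compound itself probably fluorescent, or too few beads counted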;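 further: median green fluorescence of bound Bodipy-FL-GTP per Rab7 bead population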
# Mcl1-Noxa inh – disrupts binding of human Mcl-1 to Noxa peptide | TR-FRET Mcl-1/Noxa peptide binding, 2 h | inhibition, % at 21.7 µM | actives 1.5% (n = 220,000) | AID 1022;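 active means compounds that cut the protein-peptide binding signal by more than 50% relative to plate controls in a single-dose test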;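 further: His-tagged Mcl-1 with rhodamine Noxa BH3 peptide and terbium anti-His antibody; 0% = Mcl-1 plus Noxa peptide wells and 100% = peptide-only wells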
# Target sequence (Q07820 whole entry, looked up): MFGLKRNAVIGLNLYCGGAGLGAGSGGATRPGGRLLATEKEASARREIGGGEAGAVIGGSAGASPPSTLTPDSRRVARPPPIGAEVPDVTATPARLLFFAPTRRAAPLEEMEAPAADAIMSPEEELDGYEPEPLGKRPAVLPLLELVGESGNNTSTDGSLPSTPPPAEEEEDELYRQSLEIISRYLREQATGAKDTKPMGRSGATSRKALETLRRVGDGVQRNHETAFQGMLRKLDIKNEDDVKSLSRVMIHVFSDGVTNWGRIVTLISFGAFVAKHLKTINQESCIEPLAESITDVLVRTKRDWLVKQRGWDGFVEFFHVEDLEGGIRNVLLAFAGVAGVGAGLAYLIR
# Rac1 wt modul – modulators of human Rac1 wildtype GTP binding; GST-Rac1 beads, fluorescent GTP binding, flow cytometry; actives lie on both sides; 0 = cold GTP competed, 100 = untreated; GTP binding activity (% of control), % at 10 µM; P63000; actives 0.27% (n = 190,000);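 active means GTP binding activity at least 20 points away from the 100% control level, either lower or higher; inconclusive means compound flagged as likely green fluorescent, judged across all proteins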
# Rac1 act GTP bind – modulators of GTP binding to human Rac1 activated mutant | AID 764 | P63000 | actives 0.11% (n = 190,000) | GST-Rac1 activated beads, fluorescent GTP binding, flow cytometry; actives lie on both sides; 100% means binding = to untreated wells | percent activity (GTP binding), % at 10 µM;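 active means GTP binding at least 20 percentage points away from the 100% baseline, in either direction, so actives lie on both sides; inconclusive means Compound likely fluorescent itself, or too few beads counted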
# Avidin fluor – avidin bead compound fluorescence profile. fluorescence (KMESF) at 10 µM. AID 1775. actives 0.38% (n = 220,000). Avidin beads, compound fluorescence 488/530 nm, flow cytometry; hits give high values; in the data active means fluorescence above about 47; further: inactives centre near 10
# HRas wt GTP bind – changes GTP binding to wildtype human HRas; P01112; GST-Ras wt beads, Bodipy-FL-GTP binding, flow cytometry; actives lie on both sides; GTP binding activity, % at 10 µM; actives 0.14% (n = 190,000);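 active means GTP binding activity at least 20% away from the 100% baseline, either lowered as inhibitor or raised as activator; inconclusive means flagged as likely green fluorescent, judged across all proteins in the well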;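 further: 0% = unlabeled GTP competition control and 100% = no-compound control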
# Target sequence (P01112 whole entry, looked up): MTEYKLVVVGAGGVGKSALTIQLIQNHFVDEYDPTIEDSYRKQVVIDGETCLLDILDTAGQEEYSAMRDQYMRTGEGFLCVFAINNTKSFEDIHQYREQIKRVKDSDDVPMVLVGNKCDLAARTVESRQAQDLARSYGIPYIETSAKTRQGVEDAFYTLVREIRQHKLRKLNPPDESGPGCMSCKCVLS
# Bim-Mcl-1 – human Bim-Mcl-1 interaction inhibition; inhibition, % at 10 µM; AID 1009; actives 0.1% (n = 190,000); Bead-based flow cytometry, Bim peptide-Mcl-1 binding; in the data active means inhibition above about 40%;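 further: 0% = no compound tracer wells and 100% = peptide blocker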
# Mcl1-Bid inh – Mcl-1/Bid interaction inhibition; actives 0.97% (n = 220,000); inhibition, % at 21.7 µM; AID 1021; TR-FRET Mcl-1/Bid-Dy647 peptide binding, 1536-well; Q07820;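 active means compounds that cut the binding signal by more than half at the single screening dose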;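 further: His-tagged Mcl-1 with europium anti-His antibody binding Bid BH3 peptide; 0% = Mcl-1 plus peptide wells and 100% = peptide-only wells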
# Pf gamet viab – kills late stage P. falciparum gametocytes. AID 743093. actives 0.065% (n = 150,000). inhibition, % at 10.9 µM. P. falciparum stage V gametocytes, ATP luminescence, 24 h;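 active means inhibition above the mean plus 3 SD of compounds within the control limits, set per campaign, cut at about 38% in these data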;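 further: 0% = DMSO wells and 100% = medium only without gametocytes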
# An asterisk follows results filed as active; ? = inconclusive; nt = not tested or not shown. A portion of the library; rates above refer to the full screens.
molecule	Pf gamet viab	Bim-Mcl-1	Rab7 wt GTP bind	Cdc42 wt GTP	Mcl1-Noxa inh	Rac1 act GTP bind	Mcl1-Bid inh	Avidin fluor	Rab2A wt mod	Rac1 wt modul	HRas wt GTP bind
Cc1ccc(CC2C(=O)N(C)C(=O)N(C)C2=O)s1	9	0	103	104	22	102	-7	10	102	107	103
CC(C)c1ccc(-n2c(O)c(/C=N/NC(=O)c3ccncc3)c(=O)[nH]c2=O)cc1	1	-1	100	104	-1	98	-49	23	97	101	98
O=C1C(=O)c2ccccc2-c2ccccc21	nt	0	101	86	3	92	-7	10	96	107	99
O=C1CC(N2CCC(n3c(=O)[nH]c4ccccc43)CC2)C(=O)N1c1ccc(F)cc1 (configuration not stated)	-39	1	93	100	1	96	12	10	95	100	97
C=CCn1c(O)c(C(=O)CCCCCC)c(=O)[nH]c1=O	nt	-3	97	102	22	98	10	10	98	103	100
Cc1cc(OCc2cc(C(=O)O)oc2C)c2c3c(c(=O)oc2c1)CCCC3	-39	0	93	99	-4	96	0	8	95	100	96
O=c1c2ccc(Cl)cc2[nH]c(=S)n1-c1cccnc1	-7	0	96	96	22	93	-35	12	92	94	96
O=c1[nH]c(=O)n(Cc2ccco2)c(O)c1C=NCc1cccs1	-8	-1	97	102	-12	98	-25	32	97	99	98
CCCCn1c(C)c(C(=O)OCC)c2c(CN3CCOCC3)c(O)ccc21	6	-7	100	99	23	98	-47	35	99	100	99
CC(C)Cc1[nH]c(=O)c(C#N)c2c1CCC2	nt	-6	103	108	-18	102	16	33	102	109	104
COC(=O)C1=Nc2ccccc2/C1=C\c1c(O)n(-c2ccc(Br)cc2)c(=O)[nH]c1=O	nt	0	96	96	77*	98	-31	13	99	99	99
CCN1c2nc3ccccn3c(=O)c2CC2(C(=O)N(C)C(=O)N(C)C2=O)C1C (configuration not stated)	3	0	101	100	0	99	-10	6	100	105	99
O=S1(=O)CCN(CCc2c[nH]c3ccccc23)CC1	nt	-2	109	100	9	95	-43	11	100	101	99
CCCCn1c(O)c(C=NCCCN(CC)CC)c(=O)[nH]c1=O	nt	0	103	98	8	99	0	16	102	99	100
COc1cccc(N2C(=O)NC(=O)/C(=C\c3ccc([N+](=O)[O-])s3)C2=O)c1	3	0	89	92	60*	91	-48	7	91	91	92
Cc1cccc(N2C(=O)NC(=O)C3(Cc4cc(C)ccc4N(C)C3)C2=O)c1 (configuration not stated)	6	-4	105	98	24	98	-4	14	99	104	100
N=Cc1c(O)n(-c2cccc(Cl)c2)c(=O)[nH]c1=O	8	-3	?	?	2	?	-22	12	?	?	?
CN(C)C(=O)Oc1ccc(C(=O)c2ccccc2)cc1	-19	-2	96	102	0	100	-6	7	100	99	101
Cc1cc(/C=C2\C(=O)NC(=O)N(c3ccc(Cl)cc3)C2=O)c(C)n1-c1sc2c(c1C#N)CCCC2	1	-7	96	93	16	86	-14	7	91	99	94
CCOC(=O)C1=CC(=C2C(=O)N(CC)C(=S)N(CC)C2=O)c2ccccc2O1	-14	-1	102	92	2	89	-14	6	93	98	93
CC1(C)NCCN2C(=O)CSC21 (configuration not stated)	9	-2	103	98	-7	98	1	12	100	99	101
CN1C(=O)C(=Cc2ccc(OCCN(C)c3ccccn3)cc2)C(=O)N(C)C1=O	-15	-1	93	97	14	94	-27	22	96	96	93
CNS(=O)(=O)c1ccc(N=Cc2c(O)n(-c3ccccc3)c(=O)[nH]c2=O)cc1	9	-2	93	96	17	97	-1	18	94	101	96
O=C(O)CCn1cc(C=C2C(=O)NC(=S)NC2=O)c(-c2cc3ccccc3oc2=O)n1	-9	2	107	102	81*	97	5	9	102	105	100
O=C(c1cc([N+](=O)[O-])ccc1N1CCNCC1)N1CCOCC1	nt	-6	99	97	6	95	-36	15	94	99	90

# Continuation:
molecule	Pf gamet viab	Bim-Mcl-1	Rab7 wt GTP bind	Cdc42 wt GTP	Mcl1-Noxa inh	Rac1 act GTP bind	Mcl1-Bid inh	Avidin fluor	Rab2A wt mod	Rac1 wt modul	HRas wt GTP bind
Oc1cc2c(cc1CN1CCN(c3ccccc3)CC1)CCC2	nt	2	97	103	0	93	-95	21	99	102	100
CN1CCN(c2ccc([N+](=O)[O-])c(N3CCCCC3)c2)CC1	nt	-2	101	97	12	96	-62	10	100	99	98
COc1ccc(NC(=O)CN2C3CCC2CC(O)(c2cccnc2)C3)cc1OC (configuration not stated)	-55	0	98	102	9	95	-36	22	100	100	100
Cc1cccc(N2C(=O)NC(=O)/C(=C\c3cnc(-c4ccccc4)nc3)C2=O)c1	-5	1	100	104	41	98	9	3	98	101	100
CCOP(=S)(NN(Cc1ccccc1)C(=O)c1ccccc1)OCC	-30	0	95	99	-1	100	-15	7	100	102	97
CCn1c(=O)n(CC(=O)N2CCC3(CC2)OCCO3)c(=O)c2ccccc21	14	-3	103	104	3	99	0	10	103	107	99
COP(=O)(OC)C(NS(=O)(=O)c1ccccc1)C(Cl)(Cl)Cl (configuration not stated)	3	0	97	95	4	98	4	10	95	102	96
CCCn1nc2ccccc2c1P(=O)(N1CCOCC1)N1CCOCC1	nt	2	97	96	0	95	-39	16	97	95	97
CN1CCN(c2ccc(N)cc2)CC1	34	5	100	101	31	96	6	5	99	99	99
COc1ccc(C)cc1NC(=O)c1c(C)nn(Cc2ccccc2)c1Cl	5	-4	95	97	14	97	-7	11	94	98	96
Cc1cc(C=C2C(=O)N(C)C(=S)N(C)C2=O)c(C)n1C1CCCC1	nt	16	101	96	-15	94	-57	10	96	104	98
Cc1nn(Cc2ccccc2Cl)c(Cl)c1C(=O)OC(C(=O)NC(N)=O)C(C)C (configuration not stated)	nt	-5	96	96	9	100	6	1	99	99	99
Cc1cc(C(=O)NP(=O)(N2CCOCC2)N2CCOCC2)c(C)n1C1CC1	7	1	106	98	1	96	-48	9	99	98	98
Clc1ccc(N2CCN(Cc3ccccc3Cl)CC2)cc1	13	-3	99	102	0	97	25	13	100	106	100
CCC(=O)CC(c1ccccc1)c1c(O)c2ccccc2sc1=O (configuration not stated)	-4	-1	100	101	21	98	-19	11	94	99	98
CCc1ccccc1N1C(=O)NC(=O)/C(=C\c2cc(C)n(C)c2C)C1=O	2	-2	96	100	20	101	-53	15	99	100	99
O=C1CC(C(=O)N2CCC3(CC2)OCCO3)CN1CCc1ccccc1 (configuration not stated)	nt	2	99	96	16	94	-7	16	97	93	97
O=C(CN1CCCCC1)c1cccc(Br)c1	-20	-2	101	103	3	97	-6	6	98	100	101
CCNC(=O)NC(=O)C(C)OC(=O)c1c(C)nn(Cc2ccccc2Cl)c1Cl (configuration not stated)	1	-3	99	99	-4	99	-6	13	97	101	99
O=c1c2ccccc2nc(-c2ccccc2)n1-c1cccnc1	-16	2	93	93	-7	93	8	4	91	95	93
CCCCCCn1c(O)c(C=NC2CCCCC2N)c(=O)[nH]c1=O (configuration not stated)	nt	5	100	102	8	101	-43	7	98	103	102
Cc1nc2ccccc2n1C1CCN(Cc2nnnn2CCc2ccccc2)CC1	3	-1	106	107	31	103	6	8	105	105	105
CCN1CCN(c2nc3ccccc3s2)CC1	nt	0	100	98	4	98	-18	6	98	99	100
O=c1c2ccccc2nc(CN2CCOCC2)n1-c1ccccc1F	nt	-4	99	102	-8	101	8	14	100	105	101
O=C(Nc1ccccc1)OC1CN=C(N[N+](=O)[O-])NC1 (configuration not stated)	4	2	94	97	7	97	2	6	96	94	92

# The list continues.
molecule	Pf gamet viab	Bim-Mcl-1	Rab7 wt GTP bind	Cdc42 wt GTP	Mcl1-Noxa inh	Rac1 act GTP bind	Mcl1-Bid inh	Avidin fluor	Rab2A wt mod	Rac1 wt modul	HRas wt GTP bind
CC(Cc1cccs1)NCc1ccccc1 (configuration not stated)	1	3	95	94	-3	98	6	10	98	99	96
CC1=CC(=C2C(=O)NC(=S)NC2=O)C=C(C(F)(F)F)N1Cc1ccccc1	1	-3	101	103	1	99	-32	12	101	102	101
Cc1cccc(N2C(=O)NC(=O)/C(=C\c3cc(C)n(-c4sc5c(c4C#N)CCCC5)c3C)C2=O)c1C	-23	2	95	97	11	90	-4	14	91	98	91
C=CCn1c(O)c(C(CC)=NCCc2ccccc2)c(=O)[nH]c1=O	-2	0	99	95	-3	92	-2	8	94	94	96
O=C(C1c2ccccc2C(=O)N2CCc3ccccc3C12)N1CCC2(CC1)OCCO2 (configuration not stated)	nt	-3	98	100	15	100	5	28	102	103	101
NP(=O)(Oc1ccc(Cl)cc1)Oc1ccc(Cl)cc1	5	2	105	101	5	97	-1	10	102	103	100
CSc1ccc(C(=O)C(C)(C)N2CCOCC2)cc1	-4	-2	100	99	-5	99	-6	9	99	100	101
CC1=NN(Cc2c[nH]c3ccccc23)C(C)(C)C1	nt	-1	102	95	6	96	-56	5	96	97	101
CN(C)C(=O)Oc1ccc([N+](=O)[O-])cc1	0	-2	103	99	1	98	1	11	98	102	101
O=C(COc1ccc2ccccc2c1)N1CCN(Cc2ccncc2)CC1	-1	0	105	106	-7	97	38	13	101	112	103
COc1cccc(-n2c(/C=C/c3ccc(O)c(O)c3)nc3ccccc3c2=O)c1	-8	-1	100	95	56*	95	-6	8	96	99	96
CC(C)NS(=O)(=O)c1ccc(OCC(=O)N2CCN(Cc3ccccc3)CC2)c(Cl)c1	5	0	97	99	-6	100	8	33	98	100	99
COC(=O)C(O)(c1ccc(NC(=S)NC(=O)c2ccc(Cl)cc2Cl)c(C)c1)C(F)(F)F (configuration not stated)	-31	-1	99	100	16	99	-25	9	99	102	99
COc1ccc(CC(=O)Nc2ccc3c(C(F)(F)F)cc(=O)oc3c2)cc1OC	-61	-3	98	101	1	102	-13	15	100	103	101
COC(=O)c1c(N)n(Cc2ccc(OC)cc2)c2nc3ccccc3nc12	6	0	104	103	21	100	20	37	102	103	101
O=C(Cn1ncc2c3ccccc3n(Cc3cccc(Cl)c3)c2c1=O)N1CCC2(CC1)OCCO2	nt	-3	101	101	36	98	8	37	101	104	101
CN(C)[C@@H]1C(=O)C(C(N)=O)=C(O)[C@@]2(O)C(=O)C3=C(O)c4c(O)ccc(Cl)c4[C@@](C)(O)C3C[C@@H]12 (some centres not stated)	nt	-1	104	105	8	100	-3	7	101	101	102
CN(C)C(=O)OCc1n(C)cc[n+]1C	5	0	105	103	0	102	-18	3	103	102	100
c1ccc2c(CCNC3=NCCC3)c[nH]c2c1	-5	1	99	99	-7	99	-28	4	99	104	100
